Compound activity: PubChem, several laboratories
KLK7 zymogen act – proKLK7 (human) activation, primary screen; P49862; purified proKLK7, EDANS-DABCYL substrate fluorescence; 100% is mature enzyme control, 0% vehicle; activation, % at 7 µM; 370,000 compounds, 0.9% hits;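 active = activation above the mean of all tested compounds plus 3 SD, computed per campaign excluding outliers beyond control limits, cut at about 13% in these data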
PLC-gamma1 inh – inhibitors of human phospholipase C gamma1; P19174; purified PLC-gamma1, fluorogenic substrate, fluorescence; inhibition, % at 12.2 µM; 370,000 compounds, 0.84% hits; AID 720700; in the data active = inhibition above about 9.5%
Target sequence (P19174 whole entry, looked up): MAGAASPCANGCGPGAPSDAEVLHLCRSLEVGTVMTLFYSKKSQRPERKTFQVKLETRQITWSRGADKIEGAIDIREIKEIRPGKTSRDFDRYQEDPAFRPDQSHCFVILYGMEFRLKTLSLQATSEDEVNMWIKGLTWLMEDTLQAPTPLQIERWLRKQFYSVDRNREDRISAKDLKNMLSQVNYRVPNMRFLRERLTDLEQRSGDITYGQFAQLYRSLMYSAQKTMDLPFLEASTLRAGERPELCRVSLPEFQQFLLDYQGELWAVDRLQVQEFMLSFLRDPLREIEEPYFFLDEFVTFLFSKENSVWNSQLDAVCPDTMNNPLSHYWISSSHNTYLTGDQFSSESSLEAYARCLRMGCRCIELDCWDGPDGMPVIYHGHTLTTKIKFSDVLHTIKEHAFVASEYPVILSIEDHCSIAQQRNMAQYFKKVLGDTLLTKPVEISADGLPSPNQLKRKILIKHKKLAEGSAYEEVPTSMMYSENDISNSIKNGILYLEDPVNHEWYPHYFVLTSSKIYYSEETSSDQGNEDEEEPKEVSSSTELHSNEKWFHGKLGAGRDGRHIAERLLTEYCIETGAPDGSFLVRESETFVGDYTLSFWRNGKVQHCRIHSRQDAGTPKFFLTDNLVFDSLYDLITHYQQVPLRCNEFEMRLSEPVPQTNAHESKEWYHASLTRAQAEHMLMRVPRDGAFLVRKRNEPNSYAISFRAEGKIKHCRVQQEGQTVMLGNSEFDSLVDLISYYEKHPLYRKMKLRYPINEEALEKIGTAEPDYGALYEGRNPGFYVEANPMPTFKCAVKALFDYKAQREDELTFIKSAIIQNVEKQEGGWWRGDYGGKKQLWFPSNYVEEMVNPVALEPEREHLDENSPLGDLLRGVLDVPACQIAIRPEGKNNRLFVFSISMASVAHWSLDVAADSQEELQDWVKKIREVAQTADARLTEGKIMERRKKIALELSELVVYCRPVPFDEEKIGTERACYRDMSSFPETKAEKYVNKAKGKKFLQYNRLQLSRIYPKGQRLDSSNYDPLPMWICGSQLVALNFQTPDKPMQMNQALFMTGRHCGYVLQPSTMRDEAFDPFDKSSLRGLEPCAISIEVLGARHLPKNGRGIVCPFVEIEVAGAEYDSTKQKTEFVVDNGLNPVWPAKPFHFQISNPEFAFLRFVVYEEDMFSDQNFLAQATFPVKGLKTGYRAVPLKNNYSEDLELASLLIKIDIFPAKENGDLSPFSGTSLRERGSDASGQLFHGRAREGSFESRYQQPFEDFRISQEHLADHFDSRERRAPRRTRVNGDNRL
ASAP1 inh – inhibitors of human ASAP1 ArfGAP activity; Q9ULH1; ASAP1-stimulated ARF1 GTP hydrolysis, GDP FP detection; inhibition, % at 16.5 µM; 360,000 compounds, 0.19% hits; AID 624377; in the data active = inhibition above about 25%;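 note: 0% = vehicle with enzyme and substrate and 100% = no enzyme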
ARFGAP1 inhibitor – inhibits rat ARF GTPase activating protein 1 | AID 651572 | Arfgap1-stimulated ARF1 GTP hydrolysis, GDP FP detection | 360,000 compounds, 0.26% hits | inhibition, % at 16.5 µM;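 active = inhibition above a per-plate limit, mean inhibition of low control wells plus 3 SD, cut at about 25% in these data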;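 note: 0% = DMSO wells with enzyme and 100% = wells lacking Arfgap1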
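Replicates: Single well per compound | Assay system: Truncated rat Arfgap1 GAP domain | Control set: No-Arfgap1 wells (100%) versus DMSO full-reaction wells (0%) | Times: Enzyme reaction 120 min at 25 °C after 20 min preincubation | Reagent: Human ARF1(Δ1-17)-GTP substrate | Measured by: Tracer-displacement fluorescence polarization with EDTA stop, 620/688 nm | Measure: Percent inhibition of Arfgap1-stimulated GTP hydrolysis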
sPLA2-III inh – Inhibits HGIII-sPLA2 liposome hydrolysis, primary screen. Q9NZ20. QFRET BODIPY PC-A2 liposome hydrolysis, fluorescence. inhibition, % at 12.2 µM. 370,000 compounds, 0.56% hits. AID 743126;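 active = inhibition above mean plus 3 SD of compounds lying within the high and low control bounds, cut at about 19% in these data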;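 note: 0% = median of test compound wells and 100% = no enzyme DMSO wells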
DDE Tn6 FP inh – DD(E)-Tn6 binding inhibition, primary FP screen; P02675; Fibrin DD(E) TRITC-Tn6 fluorescence polarization displacement; inhibition, % at 8.3 µM; 370,000 compounds, 0.21% hits; AID 720509;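 active = inhibition above a per-campaign cutoff: mean of compounds within control limits plus 3 SD, cut at about 15% in these data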;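 note: 0% = median of all compound wells on the plate and 100% = blocking peptide control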
Rev-erbA mod – modulates human Rev-erb alpha binding to DNA | 370,000 compounds, 0.79% hits | Rev-erbα–FITC-DNA binding, fluorescence polarization, 90 min | AID 1259318 | activity, % at 10 µM;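 active = activity above about 14%, limit read from the data; passing the limit was not always enough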;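 note: 0% = DMSO wells with 35 nM protein and 100% = DMSO wells with 750 nM protein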
UHRF1 MBD2 ctr – blocks human UHRF1 binding to methylated DNA | Q96T88 | UHRF1 binding to methylated oligo, TR-FRET | inhibition, % at 4.4 µM | 370,000 compounds, 0.75% hits; in the data active = inhibition above about 21%;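 note: UHRF1 SRA domain binding a hemimethylated CpG hairpin DNA probe; 0% = median of test compound wells and 100% = reference inhibitor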
Tn7 DDE FP – disrupts Tn7 cyclic peptide binding to fibrin D-Dimer-E complex | inhibition, % at 8.3 µM | AID 720508 | 370,000 compounds, 0.13% hits | P02675 | FP displacement of FITC-Tn7 peptide from fibrin DD(E); 0% = median of compound wells per plate;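 active = inhibition above the mean of compounds falling within the control limits plus 3 SD of them, cut at about 14% in these data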;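 note: 0% = plate median of compound wells and 100% = 10 µM Aha-Tn7 peptide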
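Test system: human clot-derived fibrin DD(E) complex / Quantity: 2 µM final DD(E) protein / Incubation: 10 min plus 3 h, room temperature / Measured by: fluorescence polarization / Benchmarks: high control of 10 µM Aha-Tn7 peptide / Replicates: singlicate testing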
PLCb3 inh – PLC-beta3 (human) inhibition, primary screen. inhibition, % at 12.2 µM. Q01970. 370,000 compounds, 0.18% hits. Purified PLC-beta3, fluorogenic substrate, fluorescence; in the data active = inhibition above about 11%;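 note: 0% = median of compound wells on plate and 100% = full blocker control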
* hit, by the source's call. Rows are unselected (roughly 4.5% active in at least one column).

SMILES	KLK7 zymogen act	PLC-gamma1 inh	ASAP1 inh	ARFGAP1 inhibitor	sPLA2-III inh	DDE Tn6 FP inh	Rev-erbA mod	UHRF1 MBD2 ctr	Tn7 DDE FP	PLCb3 inh
COc1ccc(C(CCNCc2ccc(N(C)C)cc2)C(C)C)cc1 (stereo not given)	0.7	2	-2	0	-13	3	2	2	-2	-2
O=C(CN1CCN(Cc2ccccc2Cl)CC1)N/N=C/C=C/c1ccccc1[N+](=O)[O-]	0.8	1	-10	7	-17	5	-1	-6	1	2
COc1cccc(/C=C(\C#N)c2nc3ccccc3[nH]2)c1OCC(=O)O	-0.2	-70	-7	14	-8	-8	6	-6	0	-83
CCCNC(=O)[C@H](C)NC(=O)c1ccc(Br)cc1	0.0	4	9	5	8	-2	-4	2	2	-10
O=C(CN1CCc2cc3c(cc2C1)OCCCO3)Nc1ccccc1	-0.2	-5	-17	-1	-2	15	5	0	3	-2
O=C(NC(=S)NCCO)c1sc2ccccc2c1Cl	-0.2	4	-10	3	2	-1	6	-4	2	-10
CCN(CC)S(=O)(=O)c1ccc(C(=O)NCC(c2ccc(OC)cc2)N2CCOCC2)cc1 (stereo not given)	0.2	3	4	7	-4	-5	-3	-1	-2	2
O=C(CNC(=O)c1ccccc1)OCc1cccc(Br)c1	0.1	-2	-7	11	2	-4	1	2	-6	-1
COCc1cccc(-c2csc(C(C)(O)c3ccccc3)n2)c1 (stereo not given)	-0.3	1	-4	10	-3	3	10	-1	1	3
COc1ccc(OC)c(C(c2nnnn2CC2CCCO2)N2CCN(C3CCCC3)CC2)c1 (stereo not given)	-0.5	2	-1	-1	3	-1	-1	-1	0	1
COc1ccc(N2CC(C(=O)N[C@@H](CC(C)C)C(=O)NC3CCCC3)CC2=O)cc1 (stereo not given in full)	-0.3	5	-14	-4	9	-1	4	0	-2	0
COc1cnn(-c2cccc(Cl)c2)c(=O)c1Cl	0.3	-2	3	1	11	5	-5	4	4	-2
O=C(c1ccco1)N1CCN(S(=O)(=O)/C=C/c2ccccc2)CC1	0.0	-2	-2	-13	1	0	-5	-2	2	-10
CC(C)CC(=O)Nc1nnc(SCC(=O)NCc2ccco2)s1	-0.2	2	2	4	1	-4	3	4	4	-3
CC1=C(C(=O)OCC2CCCCC2)C(c2ccccc2F)NC(=O)N1 (stereo not given)	-0.1	3	-10	-1	-3	-5	9	0	3	-4

Limited to PLCb3 inh and PLC-gamma1 inh, for some of the entries so far:
molecule | PLCb3 inh | PLC-gamma1 inh
CCCNC(=O)[C@H](C)NC(=O)c1ccc(Br)cc1 | -10 | 4
COc1cnn(-c2cccc(Cl)c2)c(=O)c1Cl | -2 | -2

Other results follow.
SMILES	KLK7 zymogen act	PLC-gamma1 inh	ASAP1 inh	ARFGAP1 inhibitor	sPLA2-III inh	DDE Tn6 FP inh	Rev-erbA mod	UHRF1 MBD2 ctr	Tn7 DDE FP	PLCb3 inh
CCN(CC(=O)Nc1cccc(OC)c1)C(=O)c1ccncc1	-0.6	0	2	-6	3	-10	1	0	5	0
CC(=O)N1CCc2cc(Br)cc(S(=O)(=O)N3CCC(C(=O)O)CC3)c21	0.0	-2	3	-4	5	-4	-1	4	5	-12
CC(C)CCNC(=O)c1ccc2c(c1)ncn2C1CCCC1	-0.3	-1	0	-6	0	-4	-5	-3	6	-5
Cc1c(NC(=S)NCc2ccc(F)cc2)cccc1[N+](=O)[O-]	-0.9	3	-8	-1	19*	5	1	1	3	1
O=C(CNS(=O)(=O)c1ccccc1)Nc1ccc(F)cc1F	-0.6	1	4	6	0	-4	-1	-4	2	-2
COc1ccccc1-[n+]1c(C)cc(/C=C2\Sc3ccccc3N2C)cc1C	0.3	-3	2	3	5	-3	16	-52	-12	-9
Cc1cccc(N2C(=O)CC(N3CCN(Cc4ccc5c(c4)OCO5)CC3)C2=O)c1 (stereo not given)	-0.5	2	-2	8	4	7	-5	1	-1	0
O=S(=O)(NCCc1ccc(Cl)cc1)c1cccs1	0.2	-3	6	3	-10	-3	5	-3	5	-5
Cc1cccc(C(=O)NNC(=O)C23CC4CC(CC(C4)C2)C3)c1O	-4.2	-19	-1	1	-9	0	-5	-3	1	-31
Cn1ccc2c(-c3ccc(C(F)(F)F)cc3)cc3c(c21)C1CCC3C1 (stereo not given)	-2.1	-18	0	8	0	-2	-2	6	-6	-19
Cc1cc(-c2ccccc2)nc(SCC(=O)N2CCCC2)n1	0.0	1	-3	-4	0	-1	2	-2	-4	-1
Cc1cccc(NC(=O)C2CC(=O)N(Cc3ccccc3)C2)n1 (stereo not given)	0.1	-1	-14	-6	0	5	4	1	4	-6
Cc1ccc(NC(=O)CSCC(=O)NCc2ccco2)cc1	0.4	-4	-6	-4	0	-3	-2	-4	5	-2
COCc1cc(=O)[nH]c(SC)n1	0.5	-1	-5	6	-2	10	5	-1	0	-1
Cc1cc(C)c(C)c(S(=O)(=O)N2CCN(c3ccccn3)CC2)c1C	0.3	-2	-1	-6	-3	0	3	2	-4	-7

Compounds above that have an aryl methoxy group (eight):
SMILES	KLK7 zymogen act	PLC-gamma1 inh	ASAP1 inh	ARFGAP1 inhibitor	sPLA2-III inh	DDE Tn6 FP inh	Rev-erbA mod	UHRF1 MBD2 ctr	Tn7 DDE FP	PLCb3 inh
COc1ccc(C(CCNCc2ccc(N(C)C)cc2)C(C)C)cc1 (stereo not given)	0.7	2	-2	0	-13	3	2	2	-2	-2
COc1cccc(/C=C(\C#N)c2nc3ccccc3[nH]2)c1OCC(=O)O	-0.2	-70	-7	14	-8	-8	6	-6	0	-83
CCN(CC)S(=O)(=O)c1ccc(C(=O)NCC(c2ccc(OC)cc2)N2CCOCC2)cc1 (stereo not given)	0.2	3	4	7	-4	-5	-3	-1	-2	2
COc1ccc(OC)c(C(c2nnnn2CC2CCCO2)N2CCN(C3CCCC3)CC2)c1 (stereo not given)	-0.5	2	-1	-1	3	-1	-1	-1	0	1
COc1ccc(N2CC(C(=O)N[C@@H](CC(C)C)C(=O)NC3CCCC3)CC2=O)cc1 (stereo not given in full)	-0.3	5	-14	-4	9	-1	4	0	-2	0
COc1cnn(-c2cccc(Cl)c2)c(=O)c1Cl	0.3	-2	3	1	11	5	-5	4	4	-2
CCN(CC(=O)Nc1cccc(OC)c1)C(=O)c1ccncc1	-0.6	0	2	-6	3	-10	1	0	5	0
COc1ccccc1-[n+]1c(C)cc(/C=C2\Sc3ccccc3N2C)cc1C	0.3	-3	2	3	5	-3	16	-52	-12	-9

Next part:
SMILES	KLK7 zymogen act	PLC-gamma1 inh	ASAP1 inh	ARFGAP1 inhibitor	sPLA2-III inh	DDE Tn6 FP inh	Rev-erbA mod	UHRF1 MBD2 ctr	Tn7 DDE FP	PLCb3 inh
CCCCCNC(=O)Cc1cc(=O)[nH]c(=O)[nH]1	0.3	0	12	-4	0	0	-1	0	5	4
CCOc1ccc(NC(=S)Nc2ccc(F)cc2)cc1	-0.5	-2	2	-1	5	1	-2	-3	3	-6
Cc1cc(C(=O)NCc2ccccc2Cl)n(-c2ccccc2)n1	0.6	0	2	4	2	1	0	1	-2	-9
COc1ccc(-c2nnc(NC(=O)CS(=O)(=O)c3ccc(F)cc3)o2)cc1	-0.3	0	6	-8	1	2	-2	2	4	-9
CCc1nnc(NC(=O)CCc2ccc(C)o2)s1	0.1	0	5	7	-3	2	0	1	12	0
c1cc2c(cc1-c1cnc3n1CCC3)OCCO2	0.3	2	-4	-4	2	-3	-6	1	1	2
COC(=O)C1=C[C@@H](C(=O)OC)[C@@H]2C3=C(C(=O)[C@]2(C)NC(=O)c2ccccc2)[C@H](C)n2c(=O)n(-c4ccccc4)c(=O)n2[C@@H]3C1	0.6	0	-3	-5	-2	4	0	-1	4	-1
COCCN1C(=O)c2cc(C(=O)Nc3cccc(F)c3)ccc2C1Nc1cccc(F)c1 (stereo not given)	0.6	-4	3	-2	-3	6	6	-1	5	0
COc1cc(OC)cc(C(=O)NNC(=S)NC(=O)c2cccnc2)c1	0.0	-1	8	7	11	7	-1	4	-1	-6
O=C(Nc1cccnc1N1CCOCC1)c1cc2ccccc2oc1=O	0.7	3	-9	0	6	6	-3	-3	8	6
O=C(Nc1ccc(S(=O)(=O)N2CCCCCC2)cc1)C1CCCO1 (stereo not given)	-0.1	-2	16	10	-4	-10	-1	-1	-2	0
